High-throughput results from PubChem BioAssay.
Diaph inh CS – counter-screen for diaphorase-based assays: diaphorase inhibitors and chemical oxidizers; diaphorase resazurin-to-resorufin fluorescence, NADH, 16 min; bacterial (C. kluyveri) enzyme, not human; inhibition, % at 20 µM; 0.69% of 190,000 active; AID 1217;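 active means primary screen inhibition at 20 µM above a set limit, cut at about 50% in these data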;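 further: plate controls were DMSO with full reaction for no effect and wells lacking NADH for full effect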
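Assay system: diaphorase enzyme from Clostridium kluyveri; Input: enzyme working solution with 0.14 U/mL diaphorase; Timing: 16 min at room temperature; Technique: resorufin fluorescence, excitation 544 nm, emission 590 nm; Benchmarks: positive control minus NADH, DMSO neutral control.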
NF-kB neuron act – raises NF-kB expression in human neuronal cells; NF-kB reporter expression; hits give high values; fold change at 12.5 µM; 1.6% of 190,000 active; AID 1239; in the data active means fold change above about 3.3
TLR4-MyD88 BLA – TLR4-MyD88 interaction inhibition in cells; O00206+Q99836; HeLa CL3-4 TLR4/MyD88 BLA complementation, FRET ratio; inhibition, % at 8.4 µM; 0.18% of 200,000 active; in the data active means inhibition above about 25%;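 further: 0% = vehicle and 100% = reference inhibitor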
Target sequence (O00206 whole entry, looked up): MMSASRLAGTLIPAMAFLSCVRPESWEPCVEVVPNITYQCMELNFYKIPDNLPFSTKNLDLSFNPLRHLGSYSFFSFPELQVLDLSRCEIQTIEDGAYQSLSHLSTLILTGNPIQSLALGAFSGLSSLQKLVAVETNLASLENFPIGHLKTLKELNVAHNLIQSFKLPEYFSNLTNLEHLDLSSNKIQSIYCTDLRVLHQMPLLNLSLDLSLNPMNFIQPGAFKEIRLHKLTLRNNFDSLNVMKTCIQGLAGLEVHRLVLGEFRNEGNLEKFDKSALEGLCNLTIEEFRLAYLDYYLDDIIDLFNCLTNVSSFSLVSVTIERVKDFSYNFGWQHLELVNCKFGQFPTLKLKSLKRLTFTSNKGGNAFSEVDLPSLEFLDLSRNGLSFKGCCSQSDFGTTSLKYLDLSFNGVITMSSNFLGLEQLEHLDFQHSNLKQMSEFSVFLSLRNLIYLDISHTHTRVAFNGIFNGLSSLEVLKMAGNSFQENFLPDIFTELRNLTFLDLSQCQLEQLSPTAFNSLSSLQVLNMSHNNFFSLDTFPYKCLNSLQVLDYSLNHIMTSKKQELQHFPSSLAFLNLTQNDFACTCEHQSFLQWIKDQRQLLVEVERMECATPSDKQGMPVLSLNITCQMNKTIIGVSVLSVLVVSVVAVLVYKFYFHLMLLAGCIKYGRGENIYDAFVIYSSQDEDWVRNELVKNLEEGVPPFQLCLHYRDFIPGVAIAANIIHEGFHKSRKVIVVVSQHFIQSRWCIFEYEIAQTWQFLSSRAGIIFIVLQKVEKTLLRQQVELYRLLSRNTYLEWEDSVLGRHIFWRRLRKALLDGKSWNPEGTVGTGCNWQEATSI
Target sequence (Q99836 whole entry, looked up): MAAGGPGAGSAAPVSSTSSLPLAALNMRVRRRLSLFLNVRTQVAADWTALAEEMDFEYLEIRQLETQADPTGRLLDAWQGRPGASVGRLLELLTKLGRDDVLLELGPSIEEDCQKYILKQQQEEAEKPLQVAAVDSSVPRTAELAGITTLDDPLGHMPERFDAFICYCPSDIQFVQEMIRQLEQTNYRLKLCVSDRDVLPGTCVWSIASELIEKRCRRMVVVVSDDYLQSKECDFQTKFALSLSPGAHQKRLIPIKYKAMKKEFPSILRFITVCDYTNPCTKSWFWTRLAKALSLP
G6PDH counter – inhibits Leuconostoc G6PDH, flagging false hits in G6PDH-based assays. Purified L. mesenteroides G6PDH, diaphorase/resazurin coupled fluorescence, 45 min. inhibition, % at 5 µM. 0.12% of 200,000 active. AID 1020; in the data active means inhibition above about 50%
APP 5UTR inh – APP translation inhibition | SH-SY5Y APP 5'UTR-luciferase reporter, luminescence | inhibition, % at 2 µM | 0.82% of 190,000 active | AID 1285;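 active means inhibition above a set limit, derived from the sample mean plus 3 SD, cut at about 45% in these data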; further: values of inactives mirror those of a sister screen read the other way
FLuc inhib CS – inhibits firefly luciferase, flagging false hits in luciferase inhibition screens. 1.5% of 200,000 active. AID 1006. ATPLite firefly luciferase biochemical luminescence, 10 min. P08659. inhibition, % at 10 µM;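 active means inhibition above about 50% when tested at 10 µM, limit read from the data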
FLuc act counter – firefly luciferase counter-screen for stimulation assays. P08659. ATPlite luciferase biochemical, luminescence, 10 min; 0 = ATP-free wells, 1 = DMSO control. activation factor at 10 µM. 200,000 tested, under 10 active. AID 1027;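 active means luciferase activation factor, scaled between plate controls, of at least 2 with compound at 10 µM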
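Material: Luciferase/luciferin reagent mix; Doses: test compounds dosed from 2 mM stocks in 100% DMSO; Schedule: 10 min incubation after luciferase reagent addition, room temperature; Measured by: luminescence from luciferase reaction; Read-out: luminescence gain marking luciferase activators.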
STAT1 activator – STAT1 signaling activation. NIH 3T3 STAT1-luciferase reporter, IFN-gamma, luminescence; 100% = IFN-gamma alone, no compound. activation (% of control), % at 5.5 µM. 2.6% of 200,000 active. AID 932;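 active means activation above the screen-wide mean activation plus 3 SD, cut at about 130% in these data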;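 further: raw ratio to IFN-gamma control signal so 100% means no change and 0% no light; values of inactives mirror those of a sister screen read the other way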
APP 5'UTR act – APP 5'UTR luciferase reporter activation; SH-SY5Y APP 5'UTR luciferase reporter, luminescence; zero percent = DMSO vehicle wells; activation, % at 2 µM; 1% of 190,000 active; AID 1276;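 active means activation above a set limit, based on mean plus 3 SD of controls, cut at about 140% in these data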; further: values of inactives mirror those of a sister screen read the other way
Diaphorase act – diaphorase activation or chemical reduction counter-screen | 0.005% of 190,000 active | activation factor at 20 µM | Diaphorase/resazurin coupled assay, resorufin fluorescence, 16 min; hits give high values; 1 = vehicle wells, 0 = NADH-free wells;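 active means diaphorase activity raised at least twofold by the compound at 20 µM; inactive means activation factor below 2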
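Test system: Clostridium kluyveri diaphorase, purified enzyme. Buffer or medium: 50 mM HEPES pH 7.4 buffer plus MgCl2 and Tween 20. Also added: 0.114 mM NADH and 0.1 mM resazurin, final amounts. Dosing: compound 20 µM once, DMSO 1%. Schedule: 16 min enzyme reaction, ambient temperature. Detection: fluorescence of resorufin, 544 nm excitation, 590 nm emission.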
* hit, by the source's call; / = no result given. Some of the compounds tested, so the mix of outcomes need not match the whole.

SMILES	Diaph inh CS	NF-kB neuron act	TLR4-MyD88 BLA	G6PDH counter	APP 5UTR inh	FLuc inhib CS	FLuc act counter	STAT1 activator	APP 5'UTR act	Diaphorase act
O=C(O)CCn1cc(C=C2C(=O)NC(=S)NC2=O)c(-c2cc3ccccc3oc2=O)n1	9	1.2	16	7	-1	-1	1	97	1	0.9
Cc1cc(C=C(C#N)C#N)ccc1N1CCCC1	16	1.4	7	9	7	-4	1	96	-7	0.8
O=c1[nH]c(=O)n(CCC2=CCCCC2)c(O)c1C=NCCCn1ccnc1	12	0.96	-3	5	10	-4	1	100	-10	0.9
CCC(=O)CC(c1ccccc1)c1c(O)c2ccccc2sc1=O (configuration not stated)	16	1.2	-6	4	-9	-3	1	90	9	0.8
Cc1cc(/C=C2\C(=O)NC(=O)N(c3ccc(Cl)cc3)C2=O)c(C)n1C	-10	1.1	-3	14	2	-2	1	92	-2	1.1
CNc1cc(N2CCN(C)CC2)ccc1[N+](=O)[O-]	6	1.1	-5	9	19	-4	1	102	-19	0.9
OC(COCc1ccc(Cl)cc1)CN1CC=C(c2ccccc2)CC1 (configuration not stated)	11	1.1	-9	-5	-13	-3	1	110	13	0.9
Cc1ccc(C2=NCC(=O)N(CC(=O)N3CCCCC3)c3sc(C)c(C)c32)cc1	-7	1.1	9	0	-5	1	1	103	5	1.1
Cn1c(CN2CCN(C(=O)COc3ccccc3)CC2)nc2cc([N+](=O)[O-])ccc21	4	1.1	-9	2	3	-5	1.1	98	-3	1
CCOP(=O)(OCC)C(NC(=O)CC(C)C)C(Cl)(Cl)Cl (configuration not stated)	1	1.2	-16	10	-1	-6	1.1	97	1	1
Cc1ccc2c(c1)CC1(CN2C)C(=O)NC(=O)N(c2ccc(C)c(C)c2)C1=O (configuration not stated)	11	1.3	3	13	-11	-9	1.1	106	11	0.9
C=CCn1c(O)c(C(C)=NCCCN2CCOCC2)c(=O)[nH]c1=O	11	1	3	-6	0	-6	1.1	106	0	0.9
CC(/C=C(\C)Nc1ccccc1)=Nc1ccccc1	-17	1	-4	7	0	0	1	104	0	1.2
CN1C(=O)N(C)C(=O)C2(Cc3c(ccc4ccccc34)N(C)C2)C1=O	67*	0.6	-20	28	13	-5	1	86	-13	0.3
CCc1sc(C(=O)N2CCC3(CC2)OCCO3)cc1Br	11	1.1	18	-2	0	-4	1	91	0	0.9
Cc1cc(/C=C2\C(=O)NC(=O)N(Cc3ccccc3)C2=O)c(C)n1-c1ccc(Cl)c(C(=O)O)c1	20	1.1	-4	-4	7	-5	1	90	-7	0.8
O=C(CN1C(=O)CN=C(c2ccccc2)c2ccccc21)NCc1ccco1	0	1.1	8	8	-7	1	1	98	7	1
CCn1c(O)c(C=Nc2cc(Cl)ccc2Cl)c(=O)n(CC)c1=O	8	1.1	6	5	12	-5	1.1	98	-12	0.9
c1ccc2cc(C3N4CCCN34)ccc2c1 (configuration not stated)	8	1.1	2	9	9	1	1	109	-9	0.9
Cn1cc(C(=O)Cc2ccccc2)c2ccccc21	13	1.1	0	3	-19	-2	1	114	19	0.9
CCc1nc2ccc(N3CCN(C)CC3)cc2nc1CC	6	1.2	9	3	-11	9	0.9	111	11	0.9
Cc1ccccc1-c1nc(CS(=O)CC(=O)N2CCC3(CC2)OCCO3)c(C)o1 (configuration not stated)	6	1	2	16	5	-1	1	89	-5	0.9
O=C1CC(N2CCC(n3c(=O)[nH]c4ccccc43)CC2)C(=O)N1c1ccc(F)cc1 (configuration not stated)	-4	1.3	7	17	-13	-3	1	100	13	1
CSc1ccc(CNC(C)C(O)c2ccccc2)cc1 (configuration not stated)	-1	1	14	13	10	1	1	103	-10	1
O=C1NC(=O)N(Cc2ccccc2)C(=O)/C1=C\N1CCCc2ccccc21	19	0.65	16	18	/	1	1	103	/	0.8
(more compounds)
SMILES	Diaph inh CS	NF-kB neuron act	TLR4-MyD88 BLA	G6PDH counter	APP 5UTR inh	FLuc inhib CS	FLuc act counter	STAT1 activator	APP 5'UTR act	Diaphorase act
Cc1cc([N+](=O)[O-])c(Cl)cc1NC(=O)C(C)C	8	1.1	-8	7	19	-3	1	99	-19	0.9
O=P(C(c1ccc2c(c1)OCO2)N1CCOCC1)(N1CCOCC1)N1CCOCC1 (configuration not stated)	3	1.1	-5	5	-5	-11	1.1	99	5	1
NC(=O)C1(N2CCCCC2)CCN(Cc2ccccc2)CC1	-4	1.1	-3	-9	-14	-5	1	103	14	1
Nc1c(C(=O)NCc2ccco2)c2nc3ccccc3nc2n1Cc1ccc(F)cc1	22	0.96	-39	-28	15	-3	1	103	-15	0.8
O=S1(=O)CCN(CCc2c[nH]c3ccccc23)CC1	-2	1.2	-11	4	11	-4	1	97	-11	1
CC(C)C(=O)NC(Oc1ccccc1Cl)C(Cl)(Cl)Cl (configuration not stated)	13	1.1	-1	-2	5	-5	1.1	94	-5	0.9
CCCn1c(C(=O)c2ccc(OC)cc2)nc2ccccc21	29	0.99	0	6	4	-4	1	107	-4	0.7
Cc1cccc(N2C(=O)NC(=O)C3(Cc4cc(C)ccc4N(C)C3)C2=O)c1 (configuration not stated)	3	1.1	4	1	-3	-6	1.1	100	3	1
Cn1cc(C=C(C#N)C#N)c2ccccc21	12	1.1	-1	15	-4	-2	1	99	3	0.9
C=C(C)CSc1nnc([C@@H](N)Cc2c[nH]c3ccccc23)o1	-3	0.96	-12	6	-3	-5	1	94	3	1
FC(F)=C(F)CCSc1ncn[nH]1	14	1.2	10	16	-5	-3	1	99	5	0.9
O=C(C1CC(c2ccc(F)cc2)=NO1)N1CCC2(CC1)OCCO2 (configuration not stated)	3	1.8	-5	-3	-33	4	1	128	33	1
CC(=O)OC1N=C(c2ccccc2)c2cc(Br)ccc2N(C)C1=O (configuration not stated)	8	1.2	-5	14	-3	-5	1.1	99	3	0.9
CCCOc1ccccc1C1SCC(=O)Nc2c1c(=O)[nH]n2C(C)CCC (configuration not stated)	14	1.2	-13	6	-2	1	1	97	2	0.9
CN(C(=O)Oc1ccc(Cl)c2cccnc12)c1ccccc1	11	0.92	-6	0	-4	1	1	98	4	0.9
N=C1C(c2ccccc2)=C(O)CN1Cc1ccco1	7	1.1	18	5	0	0	1	98	0	0.9
CC(C)n1c(=O)c(C=Nc2cccc([N+](=O)[O-])c2)c(O)n(CCc2ccccc2)c1=O	17	1.1	-8	-3	-1	-3	1	96	1	0.8
CN(C)C(=O)Oc1ccnc2cc(Cl)ccc12	20	2.2	11	13	16	-2	1	101	-16	0.8
COc1ccc(CC(=O)Nc2ccc3c(C(F)(F)F)cc(=O)oc3c2)cc1OC	15	0.7	6	6	17	-6	1.1	95	-17	0.8
CNS(=O)(=O)c1ccc(N=Cc2c(O)n(-c3ccccc3)c(=O)[nH]c2=O)cc1	12	1.2	-8	-1	-17	-1	1	101	17	0.9
N#Cc1ccccc1NC(=O)CN1CC=C(c2ccccc2)CC1	9	1.3	7	-1	-9	7	0.9	108	9	0.9
CCC(=NCc1ccco1)c1c(O)[nH]c(=O)[nH]c1=O	10	1.1	-2	-1	-3	-6	1.1	102	3	0.9
O=C(COc1ccccc1)N1CCN(C2CCCC2)CC1	15	0.94	13	-6	-5	1	1	90	5	0.9
CN(C)P(=O)(C(Cl)=C(N1CCCCC1)N1CCCCC1)N(C)C	23	3	-5	14	-9	-6	1.1	99	9	0.8
CCC(C)N1Cc2ccccc2C1=N (configuration not stated)	13	1.2	-3	2	3	-7	1.1	108	-3	0.9
(cont.)
SMILES	Diaph inh CS	NF-kB neuron act	TLR4-MyD88 BLA	G6PDH counter	APP 5UTR inh	FLuc inhib CS	FLuc act counter	STAT1 activator	APP 5'UTR act	Diaphorase act
CC(=O)OC1N=C(c2ccccc2)c2cc(Br)ccc2NC1=O (configuration not stated)	6	1.2	5	6	0	-5	1.1	100	0	0.9
COC(=O)c1c(N)n(Cc2ccc(OC)cc2)c2nc3ccccc3nc12	10	1.3	-5	0	1	-7	1.1	100	-1	0.9
CC(C)Oc1cccc(C(=O)C2CCCN(C3CCOCC3)C2)c1 (configuration not stated)	11	1.1	0	3	-11	-6	1.1	96	11	0.9
CC1(C)C2([N+](=O)[O-])CNCC1([N+](=O)[O-])CNC2	-5	1.1	6	3	5	-8	1.1	104	-5	1
CCCC(=O)NC(Oc1ccc(Cl)cc1Cl)C(Cl)(Cl)Cl (configuration not stated)	9	1	-4	6	-22	-9	1.1	97	22	0.9
CSc1ncc(Cl)c(C(=O)O)n1	8	1.5	9	8	7	-4	1	100	-7	0.9
COc1ccccc1N=Nc1c(O)[nH]c(=S)[nH]c1=O	51*	1.1	-10	6	-6	16	0.8	110	6	0.5
CCN(CC)C1=NC(=[N+](CC)CC)c2ccccc21	6	0.57	6	16	1	-6	1.1	76	-1	0.9
CCN1CCN(Cc2cc(Br)ccc2O)CC1	-3	1.1	1	2	-3	-6	1.1	101	3	1
CC(=O)Nc1ccc(C(c2c(O)c3ccccc3oc2=O)c2c(C)n(C)n(-c3ccccc3)c2=O)cc1 (configuration not stated)	-6	0.97	2	5	2	0	1	104	-2	1.1
CC(=O)C1C2c3ccccc3OC1(C)N=c1s/c(=C/c3cnn(C)c3)c(=O)n12 (configuration not stated)	16	0.98	3	0	5	-7	1.1	100	-5	0.8
CC(C)OC(=O)c1c(N)n(Cc2ccco2)c2nc3ccccc3nc12	/	0.85	-10	/	-2	/	/	100	2	/

Ten consecutive compounds out of the list so far, quoted:
SMILES	Diaph inh CS	NF-kB neuron act	TLR4-MyD88 BLA	G6PDH counter	APP 5UTR inh	FLuc inhib CS	FLuc act counter	STAT1 activator	APP 5'UTR act	Diaphorase act
CC(=O)OC1N=C(c2ccccc2)c2cc(Br)ccc2NC1=O (configuration not stated)	6	1.2	5	6	0	-5	1.1	100	0	0.9
COC(=O)c1c(N)n(Cc2ccc(OC)cc2)c2nc3ccccc3nc12	10	1.3	-5	0	1	-7	1.1	100	-1	0.9
CC(C)Oc1cccc(C(=O)C2CCCN(C3CCOCC3)C2)c1 (configuration not stated)	11	1.1	0	3	-11	-6	1.1	96	11	0.9
CC1(C)C2([N+](=O)[O-])CNCC1([N+](=O)[O-])CNC2	-5	1.1	6	3	5	-8	1.1	104	-5	1
CCCC(=O)NC(Oc1ccc(Cl)cc1Cl)C(Cl)(Cl)Cl (configuration not stated)	9	1	-4	6	-22	-9	1.1	97	22	0.9
CSc1ncc(Cl)c(C(=O)O)n1	8	1.5	9	8	7	-4	1	100	-7	0.9
COc1ccccc1N=Nc1c(O)[nH]c(=S)[nH]c1=O	51*	1.1	-10	6	-6	16	0.8	110	6	0.5
CCN(CC)C1=NC(=[N+](CC)CC)c2ccccc21	6	0.57	6	16	1	-6	1.1	76	-1	0.9
CCN1CCN(Cc2cc(Br)ccc2O)CC1	-3	1.1	1	2	-3	-6	1.1	101	3	1
CC(=O)Nc1ccc(C(c2c(O)c3ccccc3oc2=O)c2c(C)n(C)n(-c3ccccc3)c2=O)cc1 (configuration not stated)	-6	0.97	2	5	2	0	1	104	-2	1.1
